GC-B act = human GC-B receptor activators, primary screen, HEK293 GC-B cells, cGMP TR-FRET, EC30 CNP; activation, % at 10 µM; 0% at EC30 CNP, 100% saturating CNP; AID 1920062, 2024; Atrial natriuretic peptide receptor 2 (Homo sapiens), P20594; actives 0.11% (n = 370,000);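 active = activation at 10 µM reaching about 35% in either raw or pattern-adjusted values, limit read from the data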
GAA850 FXN act = FXN promoter activators, primary screen, cell-based, luciferase luminescence, HEK293 lucGAA850; actives 0.56% (n = 360,000); AID 540364, 2011; activation, % at 6 µM; HEK293 lucGAA850 FXN promoter luciferase reporter, 24 h; percent of 10 µM SAHA response;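 active = activation above the average of all compounds screened plus 3 SD, cutoff fixed separately per campaign, cut at about 7.5% in these data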;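 note: 0% = DMSO wells and 100% = 10 µM SAHA wells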
DAX1 inh-1 = DAX1 (NR0B1) inhibitors on StAR promoter, primary screen, cell-based, luminescence, SF-1 (NR5A1), full-length DAX-1 | HEK293T StAR-luciferase reporter, SF-1/DAX-1 repression relief | inhibition, % at 6.8 µM | actives 1.1% (n = 370,000) | AID 652010, 2013;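 active = inhibition above the mean over all tested compounds plus 3 SD, cut at about 3.6% in these data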;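 note: 0% = DAX-1 cells with DMSO and 100% = cells lacking DAX-1 with DMSO; higher inhibition means more luminescence from relief of DAX-1 repression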
SMARCA2 act = SMARCA2 (BRM) function activators, primary screen, cell-based, luminescence, high throughput | MG213 cells, MMTV-luciferase reporter, dexamethasone, overnight | activation, % at 9.1 µM | actives 1% (n = 370,000) | AID 652017, 2013; in the data active = activation above about 7.8%;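 note: 0% = vehicle wells and 100% = reference activator wells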
hgDAF12 agonist = H. glycines DAF-12 receptor agonists, primary screen, cell-based, luminescence, HEK293, GAL4 fusion, UAS-luciferase; activation, % at 6.8 µM; HEK293 GAL4-hgDAF12 UAS-luciferase reporter, agonist luminescence; normalized to butyrate control; actives 1.8% (n = 370,000); AID 687014, 2013; Nuclear hormone receptor DAF-12 (Heterodera glycines), GAL4 fusion;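 active = activation above a cutoff set at the mean of all screened compounds plus 3 SD, cut at about 10% in these data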;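 note: 0% = DMSO wells and 100% = sodium butyrate wells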
ssDAF-12 act = S. stercoralis DAF-12 nuclear receptor activators, primary screen, cell-based, luminescence, HEK293, GRIP1 co-expression, lit1-tk-luc; Nuclear hormone receptor DAF-12 (Strongyloides stercoralis); HEK293 ssDAF-12/GRIP1 lit1-tk-luc reporter; % of 3 µM dafachronic acid response; activation, % at 6.8 µM; actives 1% (n = 370,000); AID 652126, 2013;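 active = activation above the mean over all tested compounds plus 3 SD, cut at about 0.9% in these data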;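 note: 0% = DMSO-only wells and 100% = 3 µM delta7-dafachronic acid wells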
DAX1 inh-2 = DAX1 (NR0B1) inhibitors, primary screen, cell-based, HEK293, Gal4-DAX1, luciferase luminescence; Nuclear receptor subfamily 0 group B member 1 (Homo sapiens), P51843; HEK293 Gal4-DAX1 luciferase reporter; inhibition, % at 6.75 µM; actives 0.99% (n = 340,000); AID 504766, 2011;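 active = inhibition above the mean over all tested compounds plus 3 SD, cut at about 4.2% in these data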;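 note: 0% = DAX1-transfected cells with DMSO and 100% = empty-vector control cells with DMSO; inhibition shows as a rise in luminescence from relieved DAX1 repression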
NPR1 activator = GC-A stimulated cGMP production enhancers – HEK293 GC-A cells, cGMP TR-FRET, EC30 ANP, primary screen | Atrial natriuretic peptide receptor 1 (Homo sapiens), P16066 | 0% at EC30 ANP, 100% saturating ANP | activation, % at 10 µM | actives 0.14% (n = 370,000) | AID 1671463, 2021; in the data active = activation above about 40%
Target sequence (P16066 whole entry, looked up): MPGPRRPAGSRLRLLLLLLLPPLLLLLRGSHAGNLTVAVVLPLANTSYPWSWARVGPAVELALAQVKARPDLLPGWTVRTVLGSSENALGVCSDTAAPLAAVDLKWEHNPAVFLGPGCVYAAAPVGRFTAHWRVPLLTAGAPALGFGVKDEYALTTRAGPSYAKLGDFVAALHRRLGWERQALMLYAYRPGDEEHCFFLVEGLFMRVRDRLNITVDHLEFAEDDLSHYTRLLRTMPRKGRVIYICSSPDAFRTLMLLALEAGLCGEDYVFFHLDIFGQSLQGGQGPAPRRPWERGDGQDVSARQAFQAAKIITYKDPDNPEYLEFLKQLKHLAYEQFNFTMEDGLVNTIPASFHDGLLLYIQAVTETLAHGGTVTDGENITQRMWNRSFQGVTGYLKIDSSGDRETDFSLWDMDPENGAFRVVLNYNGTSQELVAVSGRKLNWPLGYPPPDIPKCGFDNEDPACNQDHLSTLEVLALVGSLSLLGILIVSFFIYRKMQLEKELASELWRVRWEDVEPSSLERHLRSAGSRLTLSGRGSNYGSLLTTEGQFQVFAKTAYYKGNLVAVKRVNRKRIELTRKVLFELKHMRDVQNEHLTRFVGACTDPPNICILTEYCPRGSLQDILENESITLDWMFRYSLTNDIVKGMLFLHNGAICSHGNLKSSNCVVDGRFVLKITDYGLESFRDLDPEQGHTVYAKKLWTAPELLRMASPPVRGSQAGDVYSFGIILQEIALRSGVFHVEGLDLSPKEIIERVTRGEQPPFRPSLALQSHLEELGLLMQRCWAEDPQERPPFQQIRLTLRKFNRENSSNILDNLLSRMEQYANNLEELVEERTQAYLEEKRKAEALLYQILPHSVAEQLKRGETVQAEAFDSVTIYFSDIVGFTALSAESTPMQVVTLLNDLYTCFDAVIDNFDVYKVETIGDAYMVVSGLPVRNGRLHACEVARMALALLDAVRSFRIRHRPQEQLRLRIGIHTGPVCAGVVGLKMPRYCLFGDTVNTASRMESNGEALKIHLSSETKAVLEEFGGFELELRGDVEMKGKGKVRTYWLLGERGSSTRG
ADAM10 inh = human ADAM10 inhibitors, primary screen, biochemical, QFRET, HTS; actives 0.62% (n = 370,000); recombinant ADAM10, EDANS/DABCYL FRET peptide cleavage, 3 h; Disintegrin and metalloproteinase domain-containing protein 10 (Homo sapiens), O14672; inhibition, % at 7 µM; AID 720582, 2013;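 active = inhibition above a per-campaign cutoff equal to the mean of compounds falling between control-based bounds plus 3 SD, cut at about 20% in these data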;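 note: 0% = DMSO wells while the 100% control is not disclosed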
sPLA2-III inh = human group III sPLA2 inhibitors, primary screen, biochemical, QFRET, BODIPY PC-A2 liposome substrate | Group 3 secretory phospholipase A2 (Homo sapiens), Q9NZ20 | QFRET BODIPY PC-A2 liposome hydrolysis, fluorescence | inhibition, % at 12.2 µM | actives 0.56% (n = 370,000) | AID 743126, 2013;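 active = inhibition above mean plus 3 SD of compounds lying within the high and low control bounds, cut at about 19% in these data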;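 note: 0% = median of test compound wells and 100% = no enzyme DMSO wells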
hcDAF-12 act = H. contortus DAF-12 nuclear receptor activators, primary screen, cell-based, luminescence, HEK293, lit1-tk-luc reporter. activation, % at 6.8 µM. actives 1.4% (n = 370,000). HEK293 hcDAF-12 lit1-tk-luc reporter; 0% DMSO, 100% Δ7-dafachronic acid. AID 652067, 2013;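 active = activation above the mean of all tested compounds plus 3 SD, cut at about 5.5% in these data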;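 note: 100% = response to 3 µM Δ7-dafachronic acid high control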
* = called active by the depositor; · = not tested or not shown.

Below each compound – GC-B act, GAA850 FXN act, DAX1 inh-1, SMARCA2 act, hgDAF12 agonist, ssDAF-12 act, DAX1 inh-2, NPR1 activator, ADAM10 inh, sPLA2-III inh, hcDAF-12 act
CC1CCC2(CCC(=O)N2CCCOC(=O)Nc2cccc(C(F)(F)F)c2)CC1 (centres undefined)
 : 1, ·, 0.1, -4, 0.3, -1.6, ·, -1, -2, 2, 1.4
CCC(C)NC(=O)NC(=O)N(C1CCCCC1)S(C)(=O)=O (centres undefined)
 : 1, 0.4, -0.2, -3, 0.3, -1.1, 2.0, -1, -6, 5, 0.9
COc1ccc(OC)c(C=NNC(=O)c2ccccc2NS(=O)(=O)c2cccs2)c1
 : 3, -1.9, -0.8, -2, -2.6, -1.0, 0.6, 2, -215, -7, -1.3
COc1cc2ccccc2cc1C(=O)N1CCc2ccccc21
 : -8, -2.6, -2.7, -1, 4.1, -0.8, 0.7, -10, -14, 11, 1.3
CC1(C(=O)Nc2cccc3c2CCCC3)CCN1C(=O)CCc1ccc(Cl)cc1Cl (centres undefined)
 : 0, 0.2, -0.6, 0, 1.6, -1.1, ·, 0, 8, -5, -2.7
Cn1nccc1C(=O)N1CCN(C23CC4CC(CC(C4)C2)C3)CC1
 : 1, 1.0, -0.9, 1, -0.4, -1.1, 0.9, 4, -18, -3, -0.9
CCOC(=O)C(N)CSC1CC(=O)N(c2ccc(C(=O)OC)cc2)C1=O (centres undefined)
 : 1, -0.3, -0.4, 3, 1.9, -1.1, 0.8, 8, 12, 5, -2.3
CC1(C)C(C#N)=C(N)OC2=C1C(=O)CCC2
 : 3, -0.6, -0.1, -4, -1.8, -0.4, 0.4, -1, -9, 10, 0.3
Cc1nnc2ccc(-c3cccc(NC(=O)c4ccc(Cl)nc4)c3)nn12
 : -4, -0.5, -1.0, -1, -3.1, -1.8, 0.3, 3, -3, -4, -0.8
COc1ccc(-c2cc(C(=O)N3CCOCC3)no2)cc1
 : 2, -2.2, 2.8, 2, 10, 1.3*, -0.9, -2, 4, 5, 4.7
COc1cc(C=NNC(=O)c2ccccc2NS(=O)(=O)c2cccs2)cc(OC)c1O
 : -1, 0.5, 1.4, -4, -2.1, -0.9, 0.4, 3, -24, -13, -1.0
Cc1ccnc(NS(=O)(=O)c2ccc(NC(=O)CCOc3ccccc3)cc2)n1
 : 1, 0.4, 0.0, 1, 2.2, -0.9, 0.7, 3, 3, -4, -1.3
COCCCn1c(C)nnc1SCC(=O)NNC(=O)COc1ccc(Cl)cc1
 : 2, 0.5, -0.5, -2, 0.7, -0.8, 1.1, -3, -3, 0, -1.4
O=C(OCc1cc(Cl)ccc1OC(F)F)c1cncc(Br)c1
 : -7, 2.3, 0.2, -3, -1.7, -1.2, -0.9, -1, -9, -4, 0.3
Cc1cc(=O)n2[nH]c(-c3ccc(F)cc3)cc2n1
 : -8, -1.2, 0.5, 6, 3.3, -0.7, 1.7, -1, -23, -6, 1.4
COc1cccc(-c2cc(NC=O)c3ncc(-c4cccc(C(=O)N(C)C)c4)n3c2)c1
 : 5, 2.8, -1.0, -3, -3.6, -1.6, ·, 3, -42, 0, -3.4
Oc1ccc(CNc2ccccc2Br)c2cccnc12
 : -9, ·, ·, ·, -5.0, -1.6, ·, 6, -2, 9, -2.5
O=C(COc1ccccc1Cl)NNC(=O)C1CCCO1 (centres undefined)
 : 4, -0.4, 0.8, 2, -1.5, -1.3, -0.1, 3, 5, 5, -0.1
Cc1[nH]c2ccc(C(=O)NCCCN3CCCCCC3)cc2c1C
 : 1, 0.7, 1.0, 0, 0.0, -0.9, -0.2, -4, -14, -14, -0.1
Cc1c(/C=C/C(=O)c2ccccc2)cnn1C
 : 0, 4.4, -0.1, 4, 5.2, -0.9, 3.6, 1, -20, 2, 0.5
C(=NOCc1ccccc1)c1ccncc1
 : 2, 1.8, 0.8, -3, 4.3, -1.1, 0.6, 4, 8, 1, 1.5
Cc1ccc(OCC(O)CNS(=O)(=O)c2ccccc2C(=O)O)cc1 (centres undefined)
 : 5, -1.4, -0.8, 0, 0.9, -0.5, 1.3, 5, -2, -15, 1.1
CCOc1ccccc1OCCCC(=O)N1CCN(S(=O)(=O)c2ccc(Cl)cc2)CC1
 : -10, -0.8, 0.1, 2, 0.2, -0.9, -0.9, -4, -7, -3, 0.5
Cc1cc(C)n(C(=O)N(c2ccccc2)c2ccccc2)n1
 : -3, 0.7, -0.2, 0, -3.0, -1.0, -1.8, -8, -4, 3, -2.0
O=P(c1ccccc1)(c1ccccc1)c1ccc(O)cc1
 : 0, 1.5, 0.4, -3, 0.6, 0.2, 3.3, 5, -5, 8, -1.5
COc1ccc(/C=N/NC(=O)c2ccoc2C)cc1OC
 : 0, 1.0, 0.1, -3, 1.6, 0.2, 0.9, -2, -9, 15, 1.2
Cc1cc(C)nc(Nc2n[nH]c(COc3ccc(Cl)cc3)n2)n1
 : 4, 0.2, 0.8, -3, 0.8, -0.9, 1.4, -1, 12, 6, -1.1
O=C(CCS(=O)(=O)c1ccccc1)Nc1nc(-c2ccccn2)cs1
 : -9, -1.9, -0.9, -2, -1.7, -1.5, 0.1, 1, -10, -4, -2.0
CCOC(=O)CN(Cc1sccc1C)C(=O)Nc1cccc(OC)c1
 : 3, 1.1, 0.3, -2, 2.2, -0.8, 0.2, 0, 0, -3, -1.4
N#Cc1cccc(NC(=O)Cn2cnc(S(=O)(=O)N3CCCCC3)c2)c1
 : 4, 2.7, -0.3, -1, -0.3, -1.6, 0.4, 2, -5, 0, 0.3
CCc1nc2c(OCc3ccccc3)cccn2c1N(C)C(=O)COc1ccccc1
 : 0, -0.8, -1.5, -1, 1.4, -1.5, ·, -5, 2, -9, -1.2
CC(=O)c1ccc(S(=O)(=O)NCCC(=O)NC2CCN(Cc3ccccc3)CC2)cc1
 : -2, 0.0, -0.8, -6, -0.9, -1.5, 2.0, -4, -10, 2, -1.3
Cc1ccc(Cl)cc1NC(=O)C1CC(=O)Nc2ncnn21 (centres undefined)
 : 4, -1.7, 0.4, -2, -3.0, -1.2, -0.1, -2, 6, 3, -1.8
COc1ccc(OC)c(C(=O)COC(=O)COc2ccccc2)c1
 : -3, -2.6, -0.8, -1, 3.5, -0.3, 2.6, -6, -2, -8, 0.8
Cc1cccc(NC(=O)N2CCCCCC2)c1C
 : 8, 2.4, -0.7, 1, 0.5, -1.0, 0.2, 3, 8, 3, -1.2
CCOC(=O)c1nnn(-c2nonc2N)c1CNc1ccccc1
 : 6, -3.4, 0.2, -1, -0.7, -1.0, 0.0, 0, -1, -5, -1.2
Cn1c(=O)c2sccc2n2c(CCCC(=O)N3CCCCC3)nnc12
 : 2, 2.0, -1.0, -2, -0.7, -0.9, -0.3, 0, -12, 6, 2.9
COc1cccc(/C=C2\N=C(c3c(-c4ccccc4)noc3C)OC2=O)c1
 : -8, -0.8, 1.6, -1, 0.2, -1.0, -1.0, -6, -7, -1, -0.5
COc1ccc2[nH]cc(CCn3ccc(=O)c(C)c3C)c2c1
 : -4, -0.3, 0.7, -5, -2.4, -2.0, 1.9, -2, -3, 1, -0.8
Cc1ccc(NC(=O)CN(C)c2ccc(S(=O)(=O)N3CCCC3)cn2)cc1
 : 2, -1.2, 0.5, -4, 0.9, -1.2, 0.1, 2, -2, 0, -0.9
Cc1ccc(CNCC(=O)Nc2cccc(S(=O)(=O)NC3=NCCCCC3)c2)cc1
 : -1, 0.1, 0.4, -1, 0.3, -2.0, 3.8, 2, 1, -5, -0.4
CC(=O)c1ccc(N2CCN(C(=O)C(=O)c3cn(CC(=O)N4CCCCCC4)c4ccccc34)CC2)cc1
 : 3, 0.6, -0.2, -1, 1.0, -0.3, 0.5, 1, 3, -3, -1.3
CCCc1[nH]nc2c1C(c1ccc(OC)cc1OC)C(C#N)=C(N)O2 (centres undefined)
 : 2, -0.9, 0.8, -5, -2.2, -1.0, 0.0, -4, -5, -15, -1.0
CCOc1ccc(OCc2cccc(C(=O)N3CCCCCC3)c2)cc1
 : -1, 7.8*, 3.8*, 5, 16*, 0.0, -5.6, 1, -4, -4, 4.6
CCOC(=O)C1CCCN(C(=S)NC2CCCCC2)C1 (centres undefined)
 : 3, 2.4, -0.1, -1, 0.2, -1.5, 1.2, 2, -6, 6, -0.5
COc1ccc(C2CC(=O)C(c3cccc(F)c3)=CN2Cc2ccccc2)cc1 (centres undefined)
 : 2, ·, -1.4, 0, 1.0, -1.4, ·, -5, 4, -6, -1.7
O=S(=O)(c1ccc(S(=O)(=O)n2cnc3ccccc32)cc1)N1CCCCCC1
 : 2, 1.7, -1.0, -3, 1.3, -0.9, 0.4, 4, -9, 2, -0.5
COC(=O)[C@]12C[C@H](CC(=O)NCCCN3CCCC3=O)C(=O)N(Cc3ccco3)C1=C[C@H](C(C)(C)C)O[C@@H]2C
 : -5, ·, -0.6, -6, 0.9, -1.3, ·, -6, -5, 3, -0.1
Cn1c2c(c(=O)n(C)c1=O)C(NC(=O)C(C)(C)C)(C(F)(F)F)C(=O)N2 (centres undefined)
 : 1, -1.5, 0.3, -5, -1.1, -0.3, -0.6, 1, -1, 3, -0.9
CCC(C)NC(=O)COC(=O)c1cccnc1Nc1ccccc1F (centres undefined)
 : -5, 3.8, 0.3, 2, 0.0, -0.9, -1.0, 7, 2, 4, -1.9
Cc1ccc(/C=c2/sc3n(c2=O)CCCN=3)o1
 : 0, 4.3, 1.0, 8.7*, 6.5, -0.8, 2.5, -9, 0, -1, -0.4
O=C(NNC(=O)c1ccc(Cn2cccn2)o1)NC12CC3CC(CC(C3)C1)C2
 : 3, 1.4, 0.5, -2, -0.3, -1.2, 0.7, -1, -5, -5, 5.1
CC(C)CC1=NN(C(=O)c2cccnc2)C(O)(C(F)(F)F)C1 (centres undefined)
 : 7, 0.7, 0.7, -2, -3.2, -1.4, -0.4, 2, -4, 5, -2.6
O=C(COC(=O)CNC(=O)c1ccccc1)Nc1ccc2c(c1)OCO2
 : -4, 1.3, -0.5, 4, 3.2, -1.8, 0.2, 2, -1, 3, -1.3
O=C(N/N=C1/CCCc2ccccc21)c1cc([N+](=O)[O-])cc([N+](=O)[O-])c1
 : 1, ·, -1.2, -2, 1.4, -1.1, ·, -4, -8, 4, -1.1
COc1ccc(Cl)cc1NC(=O)c1noc2c1CCCC2
 : -7, 5.5, 0.2, -2, -0.5, -0.9, 0.8, -5, -12, 10, 3.5
